APOBEC3A inh: APOBEC3A ssDNA deaminase inhibitors, primary screen, selectivity assay for APOBEC3G inhibitor project, biochemical, FAM/TAMRA oligo cleavage fluorescence; AID 493011, 2011; inhibition, % at 20 µM; hit rate 0.41% among 330,000; recombinant A3A, FAM/TAMRA ssDNA deamination fluorescence;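 active = at least 40% inhibition at 20 µM here, with at most 30% in a related deaminase screen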;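 note: plate controls were A3A with DMSO for no effect and wells lacking A3A enzyme for full effect; some results filed as inactive read as strong as hits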
Target sequence (P31941 whole entry, looked up): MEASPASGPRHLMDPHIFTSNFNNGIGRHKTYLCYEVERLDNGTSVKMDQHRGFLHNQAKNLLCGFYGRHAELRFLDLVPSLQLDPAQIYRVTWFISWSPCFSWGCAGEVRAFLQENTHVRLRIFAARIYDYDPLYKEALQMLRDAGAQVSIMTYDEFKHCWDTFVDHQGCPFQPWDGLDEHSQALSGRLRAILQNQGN
APOBEC3G inh: APOBEC3G DNA deaminase inhibitors, primary screen, biochemical, fluorescence, single-stranded DNA substrate, uHTS; DNA dC->dU-editing enzyme APOBEC-3G (Homo sapiens), Q9HC16; recombinant A3G, ssDNA deamination FAM/TAMRA fluorescence; inhibition, % at 20 µM; hit rate 0.28% among 330,000; AID 493012, 2011;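 active = inhibition of at least 40% at 20 µM, with no more than 30% in the related APOBEC3A deaminase screen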;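 note: plate controls were DMSO wells with A3G for no effect and wells lacking A3G enzyme for full effect; some compounds called inactive have numbers as strong as hits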
NLRP3 yeast inh: NALP3 inflammasome inhibitors in reconstituted yeast, primary screen, luminescence, uHTS. Yeast reconstituted NLRP3/ASC/caspase-1, beta-gal luminescence, 24 h. inhibition, % at 10 µM. hit rate 0.39% among 330,000. AID 2825, 2010;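 active = inhibition of 50% or more; inactive = inhibition below 50%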;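 note: plate controls were induced DMSO wells for no effect and uninduced yeast grown without galactose for full effect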
beta cell repl: inducers of MIN6 beta-cell proliferation, primary screen, ATP luminescence, uHTS. MIN6 cells proliferation, ATPlite luminescence, 48 h; cells starved in 0.2% serum; 100% = growth in 10% serum. proliferation, % at 10 µM. AID 2380, 2010. hit rate 0.29% among 330,000;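 active = compounds whose signal lies at least 3.5 SD above the mean of all wells on their plate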;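 note: 0% = DMSO-treated cells in low-serum medium and 100% = 10% serum control; some compounds called inactive have numbers as strong as hits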
hIAP block: human IAP inhibitors, primary screen, biochemical, luminescence, uHTS | Intestinal-type alkaline phosphatase (Homo sapiens), P09923 | purified IAP, CDP-Star luminescence, 30 min | inhibition, % at 10 µM | hit rate 0.12% among 330,000 | AID 2544, 2010;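 active = inhibition reaching a set limit with compound at 10 µM in the primary screen, cut at about 35% in these data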;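 note: plate controls were DMSO wells with enzyme for no effect and no-enzyme buffer wells for full effect; values of inactives mirror those of a sister screen read the other way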
Target sequence (P09923 whole entry, looked up): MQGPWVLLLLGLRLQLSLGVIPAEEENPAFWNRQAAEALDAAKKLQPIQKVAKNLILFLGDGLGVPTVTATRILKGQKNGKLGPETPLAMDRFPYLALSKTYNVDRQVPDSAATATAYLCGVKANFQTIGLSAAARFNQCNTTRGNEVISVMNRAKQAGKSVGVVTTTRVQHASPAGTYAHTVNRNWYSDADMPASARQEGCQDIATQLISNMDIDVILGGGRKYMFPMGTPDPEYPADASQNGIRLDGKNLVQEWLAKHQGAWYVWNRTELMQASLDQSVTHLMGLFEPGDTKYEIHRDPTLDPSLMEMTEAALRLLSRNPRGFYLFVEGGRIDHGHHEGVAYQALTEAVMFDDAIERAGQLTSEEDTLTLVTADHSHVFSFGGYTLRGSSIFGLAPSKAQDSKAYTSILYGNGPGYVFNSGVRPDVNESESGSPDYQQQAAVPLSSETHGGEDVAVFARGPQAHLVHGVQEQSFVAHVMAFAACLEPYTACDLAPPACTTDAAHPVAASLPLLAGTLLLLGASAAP
SENP1 FRET inh: human SENP1 catalytic domain inhibitors, primary screen, biochemical, FRET, uHTS | Sentrin-specific protease 1 (Homo sapiens), Q9P0U3 | recombinant SENP1 catalytic domain, CyPet-SUMO1-YPet FRET cleavage | inhibition, % at 10 µM | hit rate 0.21% among 360,000 | AID 624204, 2012;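 active = inhibition at least 30% at 10 µM, raw YFP signal under a set limit, fluorescence ratio 0.5 to 1.5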;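 note: 0% = enzyme with DMSO and 100% = no enzyme wells; some results filed as inactive read as strong as hits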
Target sequence (Q9P0U3 419-644 limits assumed): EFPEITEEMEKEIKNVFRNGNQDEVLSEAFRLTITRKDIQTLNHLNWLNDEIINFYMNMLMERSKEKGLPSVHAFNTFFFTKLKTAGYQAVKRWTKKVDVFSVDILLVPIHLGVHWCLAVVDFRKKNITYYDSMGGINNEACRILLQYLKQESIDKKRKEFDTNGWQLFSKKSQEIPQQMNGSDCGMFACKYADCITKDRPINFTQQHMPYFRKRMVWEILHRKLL
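Test system: recombinant human SENP1 catalytic domain, His6-tagged / Medium: pH 8 Tris buffer with EDTA, NaCl, BME, BSA, NP40, catalase / Also added: SUMO1 FRET substrate flanked by Cypet and Ypet, 25 nM / Times: 50 min reaction at room temperature / Signal: FRET, CFP and YFP emission / Control set: no-enzyme low control and enzyme-plus-DMSO high control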
mIAP activ: activators of mouse IAP, primary screen, biochemical, luminescence, uHTS | intestinal alkaline phosphatase [Mus musculus] | muIAP, CDP-Star luminescence, 30 min; stronger effect = higher value; 1 = vehicle-only enzyme signal, 0 = enzyme-free wells | activation factor at 10 µM | hit rate 0.24% among 330,000 | AID 2805, 2010;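 active = activation factor of at least 2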; note: the source names both 10 and 20 µM as test concentration; values of inactives mirror those of a sister screen read the other way
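also added = chemiluminescent substrate CDP-Star | test system = mouse IAP enzyme | signal = chemiluminescence readout | compound = DMSO-dissolved test compounds | incubation = 30 min at room temperature | benchmarks = DMSO wells, no-enzyme wells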
mIAP block: inhibitors of mouse IAP, primary screen, biochemical, luminescence, uHTS | intestinal alkaline phosphatase [Mus musculus] | purified mouse IAP, CDP-Star luminescence, 30 min | inhibition, % at 10 µM | hit rate 0.2% among 330,000 | AID 2806, 2010;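 active = inhibition of at least 40% at 10 µM in the primary screen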;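 note: plate controls were DMSO with enzyme for no effect and no enzyme wells for full effect; values of inactives mirror those of a sister screen read the other way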
hIAP act: human IAP activators, primary screen, biochemical, luminescence, uHTS | Intestinal-type alkaline phosphatase (Homo sapiens), P09923 | purified human IAP, CDP-Star luminescence, 30 min; stronger effect = higher value; 1 = vehicle-only enzyme, 0 = enzyme-free background | activation factor at 10 µM | hit rate 0.16% among 330,000;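 active = activation factor of the enzyme at least 2-fold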; note: the source names both 10 and 20 µM as test concentration; values of inactives mirror those of a sister screen read the other way
The depositor's hits bear a star.

SMILES	APOBEC3A inh	APOBEC3G inh	NLRP3 yeast inh	beta cell repl	hIAP block	SENP1 FRET inh	mIAP activ	mIAP block	hIAP act
CCOC(=O)Nc1sc(=S)n(C)c1C	1	2	12	3	-22	0	0.93	7	1.2
CCOC(=O)[C@@H]1[C@H]2COc3ccc(Br)cc3[C@@H]2N2C(=O)N(c3ccc(F)cc3)C(=O)[C@]12C	-2	-1	1	-3	-9	1	0.99	1	1.1
CC(SCc1ccccc1)C(=O)N/N=C/c1ccc2c(c1)OCO2 (configuration not stated)	1	1	16	3	0	1	1	-4	1
CCN1CCN(CCCNC(=O)c2ccc3c(c2)N(Cc2ccc(C)cc2)CCS3)CC1	1	-2	5	0	-35	-2	1.1	-7	1.3
COc1ccc(N2CCN(C(CNC(=O)C(=O)NC3CC3)c3ccco3)CC2)cc1 (configuration not stated)	-2	-7	9	3	-2	0	1.1	-10	1
Cc1ccccc1NC(=O)c1ccccc1NC(=O)c1ccco1	-7	-5	6	0	-12	0	1	-3	1.1
Nc1ccc(CCn2ccnc2)cc1	-3	-6	8	-2	2	-2	0.86	14	0.98
CC1CCN(S(=O)(=O)N2CCCC(C(=O)NCc3ccc(F)cc3)C2)CC1 (configuration not stated)	2	-1	-1	5	-7	8	0.99	1	1.1
C[C@]12C(=O)N(c3ccc(Br)cc3)C(=O)N1[C@H]1c3ccccc3OC[C@@H]1[C@H]2c1ccccc1	-3	-6	12	-4	6	2	1	-5	0.94
CC(C)(C)c1ccc(C(=O)OCC(=O)Nc2sc3c(c2C#N)CCC3)cc1	4	-3	5	-3	-8	-3	0.92	8	1.1
CN(C)C(=O)CSc1nc2ccc(N3C(=O)c4ccccc4C3=O)cc2s1	37	8	-1	-1	-2	1	1	-4	1
CN(C)S(=O)(=O)c1ccc(C(=O)NCC(=O)N/N=C/c2cccs2)cc1	-3	-7	4	-3	-17	1	0.89	11	1.2
C[C@@]12CCC=C[C@H]1[C@H](c1ccc(/C=C/c3ccccc3)cc1F)N(Cc1ccccc1)C2=O	-4	-9	10	-8	-12	1	1	-2	1.1
COc1ccccc1OCc1ccc(C(=O)NCc2ccco2)o1	4	-2	8	2	4	-1	1.1	-10	0.96
O=C1CSC(c2ccc(Cl)cc2)N1Nc1nc(N2CCOCC2)nc(N2CCOCC2)n1 (configuration not stated)	4	1	15	9.7*	5	3	1	-1	0.95
O=C(N/N=C/c1ccncc1)c1cc(C2CC2)nc2ccccc12	0	-12	7	1	3	0	1	-1	0.97
CCOc1ccc(CCNC(=O)c2ccc(CNS(=O)(=O)c3ccccc3)cc2)cc1OCC	-2	-5	11	0	9	1	1	-2	0.91
C#CCOCCOCCOCCNc1nc(N2CCN(C(=O)[C@H](CCCN=C(N)N)n3cc(C(N)[C@@H](C)CC)nn3)CC2)nc(N2CCN(C(=O)[C@H](CCC(=O)O)n3cc([C@@H](N)CO)nn3)CC2)n1 (some centres not stated)	-2	-4	6	2	-1	1	1	-4	1
C=C(C)COc1ccc2c(C)c(CCC(=O)N3C[C@H]4C[C@@H](C3)c3cccc(=O)n3C4)c(=O)oc2c1	0	-6	-5	-1	-28	3	1.1	-9	1.3
COc1ccc(-c2cn(Cc3ccc4c(c3)C(=O)c3ccccc3C4=O)nn2)cc1	-1	-4	1	-1	-3	-1	0.75	25	1
COc1ccc(C(C(=O)Nc2ccc(C(C)C)cc2)N(C)C(=O)CNC(C)=O)cc1 (configuration not stated)	-5	-6	-1	-5	3	3	0.92	8	0.97
O=C1COc2ccc(NC(=O)c3ccccc3C(=O)O)cc2N1	-3	-8	14	-2	-2	1	0.99	1	1
CC(CCc1ccco1)NC(=O)Cn1ncc2c1-c1ccccc1OC2 (configuration not stated)	-7	-10	10	1	-2	-3	1	-4	1
CC(C)NC(=O)CC(=O)N/N=C/c1ccc(F)cc1	0	-4	10	-2	16	1	1.1	-11	0.84
C/C(N)=N\S(=O)(=O)c1ccc(Cl)cc1	-6	-6	4	0	1	0	0.99	1	0.99

Entries above that contain a Cl atom (2):
SMILES	APOBEC3A inh	APOBEC3G inh	NLRP3 yeast inh	beta cell repl	hIAP block	SENP1 FRET inh	mIAP activ	mIAP block	hIAP act
O=C1CSC(c2ccc(Cl)cc2)N1Nc1nc(N2CCOCC2)nc(N2CCOCC2)n1 (configuration not stated)	4	1	15	9.7*	5	3	1	-1	0.95
C/C(N)=N\S(=O)(=O)c1ccc(Cl)cc1	-6	-6	4	0	1	0	0.99	1	0.99

Shown field by field: 2 of the compounds above.
COc1ccc(C(C(=O)Nc2ccc(C(C)C)cc2)N(C)C(=O)CNC(C)=O)cc1 (configuration not stated)
  APOBEC3A inh = -5
  APOBEC3G inh = -6
  NLRP3 yeast inh = -1
  beta cell repl = -5
  hIAP block = 3
  SENP1 FRET inh = 3
  mIAP activ = 0.92
  mIAP block = 8
  hIAP act = 0.97

O=C1COc2ccc(NC(=O)c3ccccc3C(=O)O)cc2N1
  APOBEC3A inh = -3
  APOBEC3G inh = -8
  NLRP3 yeast inh = 14
  beta cell repl = -2
  hIAP block = -2
  SENP1 FRET inh = 1
  mIAP activ = 0.99
  mIAP block = 1
  hIAP act = 1

Next part.
SMILES	APOBEC3A inh	APOBEC3G inh	NLRP3 yeast inh	beta cell repl	hIAP block	SENP1 FRET inh	mIAP activ	mIAP block	hIAP act
COc1ccc(S(=O)(=O)N2CCOCC2)cc1NC(=O)CCc1cc(OC)c(OC)c(OC)c1	-1	-1	14	-1	-8	1	1	-3	1.1
COC(=O)c1c(NC(=O)CN2C(=O)NC3(CCc4ccccc4C3)C2=O)sc2c1CCCCC2 (configuration not stated)	1	2	9	-2	3	-2	1	-3	0.97
CCOC(=O)CSc1nc(C)cc(C)n1	-1	-6	24	0	-12	0	1.1	-5	1.1
C/C=C(\C)C(=O)O[C@H](c1cc2ccc(=O)oc2cc1OC)[C@@H](O)C(C)(C)O	6	-6	1	0	10	-2	0.99	1	0.9
Cn1c(CC2C(=O)Nc3ccc(Br)cc32)nc2ccccc2c1=O (configuration not stated)	-4	-7	18	-2	-8	-22	1	-2	1.1
CCOC(=O)c1ccc(NC(=O)c2nc[nH]c2C(=O)NCCCNC(=O)c2[nH]cnc2C(=O)Nc2ccc(C(=O)OCC)cc2)cc1	-6	-12	17	-6	-35	16	0.88	12	1.4
N=C1/C(=C\c2coc3ccccc3c2=O)C(=O)N=C2SC=CN12	1	-3	-9	-4	4	-49	0.97	2	0.95
CC(C)c1ccc(NS(=O)(=O)c2ccc(Cl)nc2)cc1	-1	-3	4	-1	2	0	0.98	2	0.98
Clc1ccc(-n2nnnc2SCc2c(-c3ccccc3)nc3sccn23)cc1	3	0	2	-3	13	1	0.97	3	0.87
COc1cc2c(cc1OC)CN(C(=O)COc1ccc(C#N)cc1)CC2	3	2	5	-1	6	-8	1.1	-7	0.94
O=C(Cc1ccccc1)N1CCCC1c1ccccc1 (configuration not stated)	-1	-5	-37	0	-2	-1	0.94	6	1
COc1ccc(C(=O)C2CCCN(Cc3c[nH]c4ccccc34)C2)c(OC)c1 (configuration not stated)	0	-5	14	-3	2	1	0.95	5	0.98
COc1ccc(-c2[nH]c(-c3ccccc3)nc2SCC(=O)Nc2nccs2)cc1	-2	-4	14	-1	2	0	0.93	7	0.98
COc1ccc(C(C)(C)C)cc1S(=O)(=O)n1ccnc1C	-1	-5	32	0	9	3	0.9	10	0.91
CCN(CC(=O)Nc1ccc(C)c(S(=O)(=O)N2CCOCC2)c1)Cc1ccccc1	-5	-2	17	-5	-8	2	1.1	-6	1.1
COc1cccc(CNC(C)(C)CO)c1OCc1ccc(Cl)cc1	5	-1	-2	-1	5	1	0.95	5	0.95
COc1cc(-c2noc(CCC(=O)NC3CCCC3)n2)cc(OC)c1OC	-3	-6	7	-1	11	3	0.98	2	0.89
COc1cccc(OC)c1C(=O)Nc1ccccc1C(=O)N1CCCCCC1	-1	-6	14	3	-5	-3	0.97	3	1.1
CC(C)N1C(=O)C2C(c3ccccc3O)NC(C)(C(=O)O)C2C1=O (configuration not stated)	0	-3	-3	-4	-31	-2	1.1	-13	1.3
Cc1ccc(C(=O)Nc2ccc(N3CCN(C)CC3)cc2)cc1C	-4	-6	27	-5	14	-1	1	-3	0.85
O=C(c1ccco1)N1CCN(Cc2ccc(F)cc2)CC1	0	8	24	-1	21	2	0.98	2	0.79
CCCC(C)NC(=O)Cc1ccc(Br)cc1 (configuration not stated)	-3	-11	13	0	-9	0	1	0	1.1
O/N=C1/CCc2nonc2/C1=N/O	1	-3	13	2	-9	2	1	0	1.1
COc1ccccc1N(CC(=O)Nc1cccnc1)S(=O)(=O)c1ccccc1	-3	-1	-8	1	24	3	1.1	-14	0.76
CNC(=S)Nc1ccc2[nH]c(=O)[nH]c2c1	0	-6	0	-1	8	0	1	0	0.92
CCOC(=O)c1cc(=O)n2nc(-c3ccc(C)cc3)nc2s1	-2	-5	-2	2	3	1	0.95	5	0.97
CCOC(=O)c1cnc2ccc(OCC)cc2c1N(C)Cc1ccccc1	-6	-3	19	-4	7	-6	1	-5	0.93
CCOC(=O)CSc1nnc([C@H](C)NC(=O)OC(C)(C)C)o1	-3	-6	12	0	-5	1	1	-3	1
Cc1ccc(OCCCC(=O)Nc2ccc3c(c2)OCCO3)cc1	12	-6	47	-1	10	2	1.1	-6	0.9

Taken from the entries so far, 7 compounds:
SMILES	APOBEC3A inh	APOBEC3G inh	NLRP3 yeast inh	beta cell repl	hIAP block	SENP1 FRET inh	mIAP activ	mIAP block	hIAP act
O/N=C1/CCc2nonc2/C1=N/O	1	-3	13	2	-9	2	1	0	1.1
COc1ccccc1N(CC(=O)Nc1cccnc1)S(=O)(=O)c1ccccc1	-3	-1	-8	1	24	3	1.1	-14	0.76
CNC(=S)Nc1ccc2[nH]c(=O)[nH]c2c1	0	-6	0	-1	8	0	1	0	0.92
CCOC(=O)c1cc(=O)n2nc(-c3ccc(C)cc3)nc2s1	-2	-5	-2	2	3	1	0.95	5	0.97
CCOC(=O)c1cnc2ccc(OCC)cc2c1N(C)Cc1ccccc1	-6	-3	19	-4	7	-6	1	-5	0.93
CCOC(=O)CSc1nnc([C@H](C)NC(=O)OC(C)(C)C)o1	-3	-6	12	0	-5	1	1	-3	1
Cc1ccc(OCCCC(=O)Nc2ccc3c(c2)OCCO3)cc1	12	-6	47	-1	10	2	1.1	-6	0.9

This is a subset (hit frequency here may not be typical).
